# From PubChem BioAssay
# LRH-1 inv ag = LRH-1 (NR5A2) inverse agonists, primary screen, cell-based, luminescence, HEK293T, StAR-luciferase reporter. Nuclear receptor subfamily 5 group A member 2 (Homo sapiens), O00482. LRH-1 transfected, 24 h. inhibition, % at 3.6 µM. 360,000 tested, 0.13% active;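 active means inhibition above the mean inhibition of all tested compounds plus 3 SD, cut at about 73% in these data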;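 further: 0% = DMSO wells and 100% = reporter-only cells lacking LRH-1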
# SRC3 inh = SRC3 coactivator transcriptional activity inhibitors, primary screen, cell-based, luminescence; 360,000 tested, 0.17% active; inhibition, % at 3.6 µM; HEK293 GAL4-SRC3 luciferase reporter; AID 588352, 2011; Nuclear receptor coactivator 3 (Homo sapiens), Q9Y6Q9;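 active means inhibition above a per-campaign cutoff, the mean of all compounds plus 3 SD, cut at about 60% in these data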;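 further: 0% = DMSO-treated cells and 100% = gossypol-treated cells at 36 µM; higher means less SRC3-driven luciferase light from the GAL4 reporter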
# NCOA2 inhibitor = inhibition of GAL4-SRC2 driven luciferase reporter, primary screen, SRC2 inhibitor project, cell-based, luminescence; 370,000 tested, 0.17% active; inhibition, % at 9 µM; Nuclear receptor coactivator 2 (Homo sapiens), Q15596; HEK293 GAL4-SRC2 luciferase reporter;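 active means inhibition above the mean inhibition of all tested compounds plus 3 SD, set per campaign, cut at about 52% in these data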;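 further: 0% = DMSO treated cells and 100% = cells given Gossypol at 36 µM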
# Exocytosis inh = LAMP-1 surface exposure blockers, TALL-104 cells – cell-based, flow cytometry, MLPCN library, primary screen. TALL-104 LAMP-1 surface exposure; cells stimulated with thapsigargin and PMA. inhibition, % at 10 µM. 360,000 tested, 0.66% active. AID 651702, 2012;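 active means inhibition above about 55%, limit read from the data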
# TROY NFkB inh = inhibitors of TROY-driven NF-kB signaling, primary screen, Q293 LMP1-TROYcd cells, NF-kB luciferase, uHTS; inhibition, % at 10 µM; 360,000 tested, 0.98% active; Q293 LMP1-TROYcd NF-kB luciferase reporter, 4 h;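 active means compounds whose plate-normalised and pattern-corrected inhibition of the luciferase reporter signal at the single screening dose is 50% or more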
# ABHD5-PLIN5 inh = ABHD5-PLIN5 interaction inhibitors, primary screen, cell lysate, split luciferase complementation, luminescence; Split G. princeps luciferase complementation, 4 h; AID 602281, 2012; 360,000 tested, 0.78% active; inhibition, % at 4 µM; Perilipin-5 (Homo sapiens) + 1-acylglycerol-3-phosphate O-acyltransferase ABHD5 (Homo …;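 active means inhibition above the mean inhibition across every tested compound plus 3 SD, cut at about 22% in these data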;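 further: 0% = DMSO only wells and the 100% control is not disclosed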
# Target sequence (Q00G26 whole entry, looked up): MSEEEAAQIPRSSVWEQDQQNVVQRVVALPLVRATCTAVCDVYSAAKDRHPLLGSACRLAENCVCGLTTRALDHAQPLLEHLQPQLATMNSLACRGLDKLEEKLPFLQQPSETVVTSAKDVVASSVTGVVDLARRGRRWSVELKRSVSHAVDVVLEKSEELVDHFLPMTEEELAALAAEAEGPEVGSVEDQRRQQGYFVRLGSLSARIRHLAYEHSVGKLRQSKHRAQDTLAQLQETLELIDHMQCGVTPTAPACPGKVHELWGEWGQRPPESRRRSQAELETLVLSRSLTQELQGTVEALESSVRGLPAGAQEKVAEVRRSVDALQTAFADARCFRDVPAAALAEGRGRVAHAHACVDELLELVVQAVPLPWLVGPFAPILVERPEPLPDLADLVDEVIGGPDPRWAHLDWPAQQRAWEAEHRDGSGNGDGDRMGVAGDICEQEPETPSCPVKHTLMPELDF
# Target sequence (Q8WTS1 whole entry, looked up): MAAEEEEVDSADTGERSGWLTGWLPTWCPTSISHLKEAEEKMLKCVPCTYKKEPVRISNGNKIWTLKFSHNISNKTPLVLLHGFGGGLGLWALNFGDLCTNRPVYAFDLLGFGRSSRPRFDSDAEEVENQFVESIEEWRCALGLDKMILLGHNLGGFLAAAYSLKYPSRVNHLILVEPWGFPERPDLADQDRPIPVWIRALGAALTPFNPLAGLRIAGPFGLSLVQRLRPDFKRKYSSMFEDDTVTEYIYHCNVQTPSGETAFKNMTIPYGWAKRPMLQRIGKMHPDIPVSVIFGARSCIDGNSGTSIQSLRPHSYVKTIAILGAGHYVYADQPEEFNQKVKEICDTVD
# TWEAK-Fn14 inh = inhibitors of TWEAK-Fn14 signaling, primary screen, luciferase reporter cells, uHTS; TWEAK-stimulated Fn14 reporter cells, luciferase luminescence, 8 h; inhibition, % at 10 µM; 360,000 tested, 2% active; AID 1159606, 2016; in the data active means inhibition above about 50%
# NCOA1 inh = SRC1 coactivator transcriptional activity inhibitors, primary screen, cell-based, luminescence | HEK293 GAL4-SRC1 luciferase reporter | inhibition, % at 3.6 µM | 360,000 tested, 0.12% active | AID 588354, 2011;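 active means inhibition above the campaign mean plus 3 SD, with each screening campaign given its own cutoff, cut at about 60% in these data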;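 further: 0% = DMSO treated cells and 100% = gossypol at 36 µM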
# TLR9-MyD88 inh = inhibitors of TLR9-MyD88 association in cells, primary screen, cell-based, CHO, BLA complementation, fluorescence; CCF4 FRET ratio; 340,000 tested, 0.21% active; inhibition, % at 4.98 µM; Toll-like receptor 9 (Homo sapiens) + Myeloid differentiation primary response protein …; AID 504734, 2011;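 active means inhibition above the mean over all tested compounds plus 3 SD, cut at about 21% in these data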;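 further: 0% = DMSO only wells and 100% = clavulanate BLA inhibitor control wells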
# NOD2 RIPK2 PPI = NOD2-RIPK2 binding disruptors in cells, primary screen, fluorescence, CHO cells, BLA complementation. AID 624267, 2012. inhibition, % at 4.98 µM. 360,000 tested, 0.38% active. Receptor-interacting serine/threonine-protein kinase 2 (Homo sapiens), O43353. CCF4 ratio; in the data active means inhibition above about 21%;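 further: 0% = vehicle only and 100% = reference blocker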
# NR2F2 inh = NR2F2 transcriptional activity inhibitors, primary screen, cell-based, luciferase reporter, HEK293T, luminescence. HEK293T NGFI-A luciferase reporter. inhibition, % at 8.6 µM. 370,000 tested, 0.7% active. AID 686940, 2013;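 active means inhibition above a per-plate cutoff, mean inhibition of test wells between control levels plus 3 SD, cut at about 38% in these data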;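 further: cells cotransfected with COUP-TFII expression vector driving the NGFI-A reporter; 0% = median of COUP-TF2 test wells and 100% = reporter-only cells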
# Active calls of the source: *; . = no result given. These rows are one share of the data; rates above refer to the full screens.
SMILES,LRH-1 inv ag,SRC3 inh,NCOA2 inhibitor,Exocytosis inh,TROY NFkB inh,ABHD5-PLIN5 inh,TWEAK-Fn14 inh,NCOA1 inh,TLR9-MyD88 inh,NOD2 RIPK2 PPI,NR2F2 inh
CC(C)(C)NC(=O)C(c1ccncc1)N(CC1CCCO1)C(=O)Cn1nnc(-c2ccc(F)cc2)n1 (stereo unspecified),-8,-7,-4,-4,-11,0,2,0,5,-11,1
CCCCCNC(=O)C(c1ccnc2ccccc12)n1c(=O)c(-c2cc3ccccc3[nH]2)nc2ccccc21 (stereo unspecified),20,.,-23,1,.,2,.,.,.,51*,4
Cc1ccc(C2C3C(=O)N(c4ccccc4)C(=O)C3N3CCCN23)cc1 (stereo unspecified),-13,16,-5,0,-8,1,-7,-7,-9,-6,-8
O=C(CNC(=O)c1ccc(Br)cc1)N=Nc1c(O)[nH]c2ccc([N+](=O)[O-])cc12,2,15,22,-16,6,12,-39,4,2,-13,10
Cc1ccc(C)c(NC(=O)CN(C)S(=O)(=O)c2ccccc2)c1,12,2,-3,-1,12,-3,-3,12,5,7,4
Cc1cc(C(=O)Nc2ccc(Br)cc2)c2ccccc2n1,8,-12,-12,5,-6,4,-5,-3,-3,-6,15
N#CCOc1coc(CN2CCN(c3cccc(Cl)c3)CC2)cc1=O,-12,-16,-12,6,13,3,5,8,-16,-6,10
COc1cccc(NC(=O)C(=O)N/N=C(\C)CC(=O)Nc2ccc(NC(C)=O)cc2)c1,-89,-54,-34,0,-45,-2,-31,-68,-11,-2,-16
CC(=O)Nc1cccc(NC(=O)c2ccc(C(=O)Nc3cccc(NC(C)=O)c3)nc2)c1,-16,-20,-8,-2,-42,0,-12,-9,1,-12,1
COC(=O)c1cc(C(=O)OCC(=O)N(C)c2ccccc2)cc([N+](=O)[O-])c1,5,-5,5,-5,-7,7,-6,-4,6,0,5
CN(CC(=O)NCCc1ccccc1)S(=O)(=O)c1ccc(Br)s1,-4,6,5,48,7,-1,8,16,-4,-9,-1
CCc1cccc(NC(=O)CCS(=O)(=O)c2cccc3nonc23)c1,14,-7,-15,0,-16,10,6,12,4,4,-2

# Part of the list above, as tab-separated lines:
SMILES	LRH-1 inv ag	SRC3 inh	NCOA2 inhibitor	Exocytosis inh	TROY NFkB inh	ABHD5-PLIN5 inh	TWEAK-Fn14 inh	NCOA1 inh	TLR9-MyD88 inh	NOD2 RIPK2 PPI	NR2F2 inh
CC(C)(C)NC(=O)C(c1ccncc1)N(CC1CCCO1)C(=O)Cn1nnc(-c2ccc(F)cc2)n1 (stereo unspecified)	-8	-7	-4	-4	-11	0	2	0	5	-11	1
CCCCCNC(=O)C(c1ccnc2ccccc12)n1c(=O)c(-c2cc3ccccc3[nH]2)nc2ccccc21 (stereo unspecified)	20	.	-23	1	.	2	.	.	.	51*	4
Cc1ccc(C2C3C(=O)N(c4ccccc4)C(=O)C3N3CCCN23)cc1 (stereo unspecified)	-13	16	-5	0	-8	1	-7	-7	-9	-6	-8
O=C(CNC(=O)c1ccc(Br)cc1)N=Nc1c(O)[nH]c2ccc([N+](=O)[O-])cc12	2	15	22	-16	6	12	-39	4	2	-13	10
Cc1ccc(C)c(NC(=O)CN(C)S(=O)(=O)c2ccccc2)c1	12	2	-3	-1	12	-3	-3	12	5	7	4
Cc1cc(C(=O)Nc2ccc(Br)cc2)c2ccccc2n1	8	-12	-12	5	-6	4	-5	-3	-3	-6	15
N#CCOc1coc(CN2CCN(c3cccc(Cl)c3)CC2)cc1=O	-12	-16	-12	6	13	3	5	8	-16	-6	10
COc1cccc(NC(=O)C(=O)N/N=C(\C)CC(=O)Nc2ccc(NC(C)=O)cc2)c1	-89	-54	-34	0	-45	-2	-31	-68	-11	-2	-16
CC(=O)Nc1cccc(NC(=O)c2ccc(C(=O)Nc3cccc(NC(C)=O)c3)nc2)c1	-16	-20	-8	-2	-42	0	-12	-9	1	-12	1
COC(=O)c1cc(C(=O)OCC(=O)N(C)c2ccccc2)cc([N+](=O)[O-])c1	5	-5	5	-5	-7	7	-6	-4	6	0	5
CN(CC(=O)NCCc1ccccc1)S(=O)(=O)c1ccc(Br)s1	-4	6	5	48	7	-1	8	16	-4	-9	-1
CCc1cccc(NC(=O)CCS(=O)(=O)c2cccc3nonc23)c1	14	-7	-15	0	-16	10	6	12	4	4	-2

# Next section
SMILES,LRH-1 inv ag,SRC3 inh,NCOA2 inhibitor,Exocytosis inh,TROY NFkB inh,ABHD5-PLIN5 inh,TWEAK-Fn14 inh,NCOA1 inh,TLR9-MyD88 inh,NOD2 RIPK2 PPI,NR2F2 inh
COC(=O)c1ccc(CNC(=O)c2cc(COc3cncc(Cl)c3)on2)cc1,8,27,8,-2,22,2,14,-53,-5,-8,5
CCOC(=O)c1cc(-c2ccccc2)nn1-c1ccccn1,3,-7,10,3,-15,-13,-13,-3,-10,-2,0
Cc1cccc(OCCNc2ccc([N+](=O)[O-])cn2)c1,12,3,-15,-10,-21,-1,-2,-6,2,1,-7
O=C(Nc1nnc(C2CC2)s1)c1n[nH]c(=O)c2ccccc12,0,-17,21,-2,0,3,-22,5,3,-8,-1
COC(=O)CN(c1ccc2c(c1)OCCO2)S(=O)(=O)c1ccccc1,17,-4,11,2,13,4,8,4,1,3,4
CC1(C)CC(=O)C(C(c2ccc(Br)cc2)C2C(=O)CC(C)(C)CC2=O)C(=O)C1,3,1,7,12,7,9,4,8,5,5,-4
Cc1cc(C)nc(NC2=NCCN2C(=S)Nc2c(C)cccc2C)n1,8,1,-28,2,-19,-2,3,9,-7,7,-4
C/C(=N\O)c1cccc(Br)c1,5,5,-9,-1,-1,-5,4,3,-6,2,7
Cc1cc(C(=O)Nc2nc3ccc(Cl)cc3s2)nn1C,-77,-71,-37,-4,-9,-9,17,-75,.,1,-19
O=C(Nc1ccc(Oc2ccc3c(c2)C(=O)N(c2ccc(O)cc2)C3=O)cc1)c1cccs1,8,8,-30,-2,-26,1,-20,-26,3,-16,8
O=C(NCCc1csc(-c2ccccc2)n1)c1c(F)cccc1F,-21,-3,0,4,-6,1,-6,-54,-1,-10,-3
Cc1ccc(CSc2nc3ccccc3c(=O)n2CCCC(=O)NCc2ccco2)cc1,0,-9,-2,5,4,6,12,-8,-4,-2,-4
Cc1ccc(OCCCC(=O)Nc2nccs2)cc1,-32,-9,-32,-1,-39,-4,-16,-31,0,12,4
COC(=O)CC1C(=O)NCCN1C(=O)CSc1nc2ccccc2c(=O)n1CC(C)C (stereo unspecified),7,12,-12,1,0,-6,9,14,-3,-3,24
O=C(O)c1cc(N/N=C2/CC(c3ccccc3)Oc3ccccc32)ccc1Cl (stereo unspecified),-3,-8,-10,1,-34,0,2,-29,-5,-2,-7
CC1(NC(=O)Cn2cc(C(F)(F)F)ccc2=O)CCS(=O)(=O)C1 (stereo unspecified),5,-13,9,-1,-2,1,4,3,-10,-5,-22
Cn1c(-c2sc(=S)n(-c3ccccc3)c2N)nc2ccccc21,-3,16,-11,0,-31,-5,-12,-23,-2,-2,4
COn1c(-c2ccc(Cl)cc2Cl)nc2ncccc21,31,14,-1,2,-7,7,31,-6,.,-9,-6
CCNC(=O)C1(C)CCN(C(=O)c2ccc(C#N)cc2)C1 (stereo unspecified),8,13,8,12,-9,2,-1,1,.,-1,-2
CCCCN(C)CCCNC(=O)c1ccc2c(c1)N(CC)C(=O)c1ccccc1S2=O (stereo unspecified),-8,10,6,20,2,-16,7,3,6,-9,-1
CC(C)(C)N(NC(=O)OCc1ccccc1)C(=O)c1ccccc1Cl,-16,14,-6,-5,-18,0,13,-25,-19,-13,-3
CC(=O)c1ccc(NC(=S)Nc2ccc(N3CCOCC3)cc2)cc1,-3,4,15,28,51*,-9,38,-1,7,-9,-3
Cc1cccc(CN(C)C[C@H]2OCc3cnnn3CCCC(=O)N([C@H](C)CO)C[C@@H]2C)c1,-2,15,-12,13,5,-1,-5,-20,8,10,-12
Cc1nc2nc(SCC(=O)c3ccccc3)[nH]c2cc1Br,-1,4,-41,-2,-84,-3,-4,3,.,-29,-2
Cn1ncc(N=Cc2ccccc2O)c1C(=O)N1CCOCC1,12,-9,7,-1,-7,-3,4,-1,-6,2,13
CC(NC(=O)c1ccc(OC2CCN(Cc3ccccn3)CC2)cc1)c1ccccc1 (stereo unspecified),7,5,-34,16,0,-3,11,-2,5,-8,3
COc1ccc(CCN2CNc3c(c(=O)n(C)c(=O)n3C)C2)cc1,14,-14,-2,1,10,3,-8,-7,-3,-15,1
Cc1nn(-c2ccccc2Cl)c(Cl)c1/C=N/Nc1nc2ccccc2s1,41,79*,81*,13,95*,-3,108*,67*,-2,2,86*
Cc1ccc(C)c(-n2c(SCC(=O)NCC3CCCO3)nnc2-c2ccoc2C)c1 (stereo unspecified),-11,8,.,-1,2,7,11,-6,4,-1,.
CCOC(=O)Cn1c(S(=O)(=O)Cc2cccc(F)c2)nc(-c2ccccc2)c1-c1ccccc1,-4,-65,4,-1,-2,-5,-69,-21,1,4,-23
COc1ccc(CC(=O)OCC(=O)c2ccc(OC)c(OC)c2)cc1,-13,6,-6,-2,-5,-2,-8,-12,-11,-7,5
Cc1c2cnn(CC(=O)Nc3cccc(C(F)(F)F)c3)c(=O)c2c(C)n1Cc1ccccc1F,-7,7,9,-2,21,-3,13,1,-10,2,-4
Cc1ccc(Nc2nc(N)nc(CC#N)n2)cc1,-44,-57,-32,-2,-41,1,-10,-71,0,-3,-28
CCN(CC)C(=O)C1CCCN(C/C(C)=C/c2ccccc2)C1 (stereo unspecified),-4,3,0,1,-12,-4,4,2,-3,-2,16
COc1ccccc1N1C(=O)C(Cl)=C(Nc2ccccc2O)C1=O,10,-5,3,-2,-38,2,17,-17,1,-18,-9
CCC(=O)N1CCCC(C)(C(=O)Nc2ccc(C)c(C)c2)C1 (stereo unspecified),-7,-11,-10,-4,3,-5,19,-4,.,-1,1
O=C(CN1CCN(c2ccc(F)cc2)CC1)Nc1ccccc1,10,-6,-1,-1,10,7,0,0,-1,-8,-8
O=C(O)COc1ccc(=O)n(-c2ccccc2)n1,3,-3,-11,-1,13,-1,-2,7,4,-8,5
CCOC(=O)c1sc(=S)n(CC)c1NC(=O)c1ccccc1,-21,20,-20,1,-10,-4,-4,13,.,-20,-5
O=C(O)Cc1coc2cc3c(cc12)CCC3,-11,-3,-6,0,3,0,15,-6,-7,12,-17
